Screens from PubChem BioAssay.
KDM5B inhibitor = KDM5B demethylase inhibition; Q9UGL1; KDM5B demethylase, FDH-coupled NADH fluorescence (FDH is formaldehyde dehydrogenase); Potency, µM (top dose mostly 57.7 µM), for inactives: at the highest dose activity change, negative = inhibition, actives largely listed as inhibitors; hit rate 2.6% among 220,000; AID 1347165; active means well fitted inhibition curve with a large enough effect; inconclusive means small, poorly fitted or top-dose-only effect; inactive means no such curve, though single readings can be large or run the other way; further: 0% is about no effect; nearly all actives have a fitted effect of over 70% in size
Target sequence (Q9UGL1 whole entry, looked up): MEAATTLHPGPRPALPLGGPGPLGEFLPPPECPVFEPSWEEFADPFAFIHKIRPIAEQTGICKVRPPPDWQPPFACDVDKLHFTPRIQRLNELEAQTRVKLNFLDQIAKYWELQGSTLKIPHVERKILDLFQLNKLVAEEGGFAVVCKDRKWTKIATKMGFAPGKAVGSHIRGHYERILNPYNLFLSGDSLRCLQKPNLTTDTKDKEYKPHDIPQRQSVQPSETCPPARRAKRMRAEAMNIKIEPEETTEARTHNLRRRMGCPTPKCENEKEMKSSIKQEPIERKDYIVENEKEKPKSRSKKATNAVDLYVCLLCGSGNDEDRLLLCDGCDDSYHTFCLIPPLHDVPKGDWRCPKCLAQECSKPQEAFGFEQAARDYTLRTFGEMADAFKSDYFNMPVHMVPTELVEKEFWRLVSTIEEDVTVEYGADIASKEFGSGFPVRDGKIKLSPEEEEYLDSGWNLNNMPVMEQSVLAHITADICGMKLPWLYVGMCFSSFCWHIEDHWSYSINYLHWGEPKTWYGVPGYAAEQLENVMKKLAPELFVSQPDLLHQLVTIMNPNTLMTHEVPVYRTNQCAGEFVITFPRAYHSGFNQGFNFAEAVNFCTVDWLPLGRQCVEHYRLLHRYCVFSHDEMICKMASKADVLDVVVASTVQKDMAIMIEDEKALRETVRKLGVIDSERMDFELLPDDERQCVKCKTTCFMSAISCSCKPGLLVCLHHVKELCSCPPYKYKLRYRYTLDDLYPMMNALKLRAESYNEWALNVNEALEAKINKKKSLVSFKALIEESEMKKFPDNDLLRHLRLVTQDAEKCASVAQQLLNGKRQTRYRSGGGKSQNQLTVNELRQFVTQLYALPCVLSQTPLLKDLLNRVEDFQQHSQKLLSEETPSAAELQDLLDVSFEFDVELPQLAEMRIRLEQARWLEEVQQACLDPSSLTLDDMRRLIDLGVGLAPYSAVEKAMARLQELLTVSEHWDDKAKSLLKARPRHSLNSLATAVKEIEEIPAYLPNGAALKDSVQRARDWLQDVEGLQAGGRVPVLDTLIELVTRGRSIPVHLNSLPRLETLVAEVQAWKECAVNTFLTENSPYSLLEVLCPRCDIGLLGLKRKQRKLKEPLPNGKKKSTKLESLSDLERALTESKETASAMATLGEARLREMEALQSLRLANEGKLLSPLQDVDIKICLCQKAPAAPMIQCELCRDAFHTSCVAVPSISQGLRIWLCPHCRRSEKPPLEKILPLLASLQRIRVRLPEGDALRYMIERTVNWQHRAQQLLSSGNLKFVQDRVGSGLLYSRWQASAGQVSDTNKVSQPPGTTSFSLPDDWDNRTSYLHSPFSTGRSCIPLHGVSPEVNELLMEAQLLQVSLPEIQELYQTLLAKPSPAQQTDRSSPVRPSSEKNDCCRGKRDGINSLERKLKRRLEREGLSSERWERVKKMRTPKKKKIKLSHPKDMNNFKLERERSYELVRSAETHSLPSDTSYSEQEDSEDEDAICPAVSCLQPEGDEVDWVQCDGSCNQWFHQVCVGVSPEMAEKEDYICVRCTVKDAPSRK
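Here, H3K4me3 peptide (12.5 µM in substrate mix) is demethylated by KDM5BΔAP, 200 nM final, after 10 min compound exposure. Formaldehyde product is coupled through FDH (0.25 U/mL in mix) to NADH fluorescence; 30-min ΔRFU feeds dose-response curves.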
Active calls of the source: *; i = inactive; ? = inconclusive; [ ] = remark or other dose. Potency means the concentration at half of the fitted maximal effect.

smiles	KDM5B inhibitor
CSC1=N/C(=C\c2cccc(Br)c2)C(=O)S1	5.6%
O=c1cc(CN2CCCCC2c2ccccn2)[nH]c2ccc(F)cc12 (centres undefined)	?
COc1ccc(-c2cc(C(=O)NCCc3ccc(OC)c(OC)c3)c3ccccc3n2)cc1	?
O=C(Nc1ccccc1C(=O)NC1CCCC1)c1cnc2ccccc2n1	1.3%
Cc1nc(C2CCCCN2)n[nH]1 (centres undefined)	8.6%
C=CCOC(=O)C(C#N)c1nc2ccccc2nc1N1CCN(C(c2ccccc2)c2ccccc2)CC1 (centres undefined)	?
CCOC(=O)N1CCN(Cc2cc(=O)oc3cc(O)c(Cl)cc23)CC1	i
CCOC(=O)c1ccc(N2C(=O)c3[nH]nc(-c4ccc(OCC)cc4)c3C2c2ccc(OC)cc2OC)cc1 (centres undefined)	-37.2%
COc1ccc(CNC(=O)CCC(=O)N2CCSc3ccccc32)cc1	-2.4%
Cc1cccc(CN2CCCC(C(=O)O)CCNC(=O)CC2)c1 (centres undefined)	-25.4%
O=C(COc1cc(O)c2c(=O)cc(-c3ccccc3)oc2c1)Nc1ccc(O)cc1	8.7%
COc1ccc2cc(C(=O)N3CCN(c4ccc(F)cc4)CC3)c(C)nc2c1	-4.4%
OCCCN(Cc1ccccc1)C1CC1	20.8%
CN(CCC(C)(C)O)c1ccc(C(=O)N2CCCCC2CCn2cccn2)cn1 (centres undefined)	?
CCOCCOC(=O)c1ccc(NC(=O)/C=C/c2ccc(OC)c(OC)c2)cc1	420.6%[activator]
CCCn1c(=O)sc2cc(NC(=O)c3ccc(OC)c(Br)c3)ccc21	?
CCOc1cc(C(=O)NC2CCN(c3cc(-c4cccs4)[nH]n3)C2)cc(OCC)c1OCC (centres undefined)	?
CNS(=O)(=O)c1cc(-c2nnc(Nc3ccc(C)cc3C)c3ccccc23)ccc1C	?
CC1CCCN(C(=O)/C=C/c2cccs2)C1 (centres undefined)	6.8%
CCOc1cc(-c2nc(C3CC(=O)N(c4ccc(F)c(Cl)c4)C3)no2)cc(OCC)c1OCC (centres undefined)	?
COc1cccc(-c2noc(-c3cc(C(C)C)[nH]n3)n2)c1OC	10.4%
O=C(Nc1ccc2c(c1)OCCO2)N[C@@H]1C[C@H](CO)[C@@H](O)[C@H]1O	1.8%[86.2 µM]
CCOc1ccc(NC(=O)Cn2nc3n(c2=O)CCCC3)cc1	2.0%
COc1ccc(CNC(=O)C2CCCN(C(=O)c3cnn(-c4ccc(F)cc4)c3-n3cccc3)C2)cc1 (centres undefined)	-7.7%
O=C(O)C1CCN(S(=O)(=O)c2cccs2)CC1	21.7%

Entries from the list above that contain a halogen, in the order listed:
smiles	KDM5B inhibitor
CSC1=N/C(=C\c2cccc(Br)c2)C(=O)S1	5.6%
O=c1cc(CN2CCCCC2c2ccccn2)[nH]c2ccc(F)cc12 (centres undefined)	?
CCOC(=O)N1CCN(Cc2cc(=O)oc3cc(O)c(Cl)cc23)CC1	i
COc1ccc2cc(C(=O)N3CCN(c4ccc(F)cc4)CC3)c(C)nc2c1	-4.4%
CCCn1c(=O)sc2cc(NC(=O)c3ccc(OC)c(Br)c3)ccc21	?
CCOc1cc(-c2nc(C3CC(=O)N(c4ccc(F)c(Cl)c4)C3)no2)cc(OCC)c1OCC (centres undefined)	?
COc1ccc(CNC(=O)C2CCCN(C(=O)c3cnn(-c4ccc(F)cc4)c3-n3cccc3)C2)cc1 (centres undefined)	-7.7%

(listing goes on)
smiles	KDM5B inhibitor
Cc1c(C(=O)N(C)c2ccccc2)nnn1-c1ccc(F)cc1	-1.0%
CCCCCOc1ccc2c(C)c(CCC(C)C)c(=O)oc2c1	?
CCN(C(=O)C(=O)c1c(C)n(C)c2ccccc12)c1ccccc1	13.4%
CCn1ncc(N2CCC(NC(=O)CC(C)C)CC2)cc1=O	9.0%
C=CCNC(=O)NC(=O)CN1CCc2ccccc2C1	-14.2%
CC(C)(C)CN1CCOC[C@H]1c1ncc(-c2ccc(S(C)(=O)=O)cc2)[nH]1	-19.4%[86.2 µM]
CC(=O)N(C1=C(C#N)C(=O)CC(C)(C)C1)c1ccccc1	-0.1%
CCOc1ccc(S(=O)(=O)N2CCCC(C(=O)NCc3ccco3)C2)cc1 (centres undefined)	-9.8%
COc1ccc(C2NC(=O)N(C)C3=C2C(=O)N(c2cccc(C(=O)O)c2)C3)cc1 (centres undefined)	?
CCOc1ccccc1C(=O)NCc1nc2cccnc2n1Cc1ccc(C)cc1	-29.1%
C#CCNC(=O)C1=NOC2CN(C(=O)Nc3cccnc3)CC12 (centres undefined)	4.2%[149 µM]
C=CCOc1ccc(Cl)cc1CNCc1ccccc1	15.8%
Cc1ccc(NC(=O)c2nc3ccccc3nc2N2CCN(C)CC2)c(C)c1	4.3%
CCn1ncc(N2CCCC(CC(=O)NCc3ccccc3OC)C2)cc1=O (centres undefined)	18.9%
O=C1CCCCC(CNC(=O)c2cccc(F)c2)N1 (centres undefined)	-14.5%
Cc1cc(C)c(NC(=O)CCc2ccco2)c(Cl)c1	1.3%
O=C(Cn1nc2c(cc1=O)CCCCC2)Nc1nc2c(s1)CCCC2	18.2%
CN(Cc1cnn(C)c1)C(=O)c1cc(-c2ccccc2)nc2ccccc12	-9.1%
COc1ccc(CC(=O)N[C@H]2[C@H](O)[C@H](O)C[C@@H]2c2ccc(C(F)(F)F)cc2)cc1	-9.2%[86.2 µM]
Cc1ccc(CN(C(=O)COc2ccc(Cl)cc2)c2ccccn2)o1	?
COc1ccccc1CNC(=O)C1CCN(c2cn[nH]c(=O)c2)C1 (centres undefined)	5.1%
COc1ccc(F)cc1-c1cccc(CN)c1	-27.1%[149 µM]
CCN(CC)C(=O)c1cc(-c2ccncc2)nc2ccccc12	14.4%
O=C(N[C@@H]1CN(c2ccncn2)C[C@H]1CO)c1ccc(Cl)cc1	13.2%
CCCCN(C)C(=O)C(Cc1ccccc1)NS(=O)(=O)c1ccc2c(c1)c(=O)n(C)c(=O)n2C (centres undefined)	2.3%

Remaining list, next part
smiles	KDM5B inhibitor
CC1CCN(Cc2nc(N)c3ccccc3n2)CC1	-4.2%
O=C1CC(c2noc(Cc3ccc(Cl)cc3)n2)CN1C1CCCCC1 (centres undefined)	13.2%
Cc1ccc(CNC(=O)CN2C(=O)NC(c3ccccc3Cl)C3=C2COC3=O)cc1 (centres undefined)	12.3%
COc1ccc(NC(=O)CCC2CCN(C(=O)c3ccccc3)CC2)c(OC)c1	?
COC[C@@H]1CN(S(=O)(=O)c2cccc(F)c2)C[C@H]1c1ccncc1	-3.2%
Cc1oc(-c2cccc(Cl)c2)nc1CN1CCCC(F)(F)C1	-3.8%
Fc1ccc(CN2CCOC[C@H]2c2ncc(-c3cccc(Cl)c3)[nH]2)cc1	-7.4%[86.2 µM]
COc1ccc(S(=O)(=O)Nc2c(O)ccc3ccccc23)cc1OC	7.9%
Cc1cnc(C(=O)NC2C[C@H]3CC[C@@H](C2)N3C(=O)c2cccc(F)c2)cn1 (some centres undefined)	-4.9%
COc1ccccc1N1CCN(C(=O)Nc2n[nH]c(Cc3ccccc3)n2)CC1	-9.7%
CC(CCc1ccco1)NC(=O)CCc1nnc2ccc(N3CCN(C)CC3)nn12 (centres undefined)	-19.1%
COCCNC(=O)[C@H]1C[C@H](Oc2cccnc2)CN1C(=O)Nc1cccc(F)c1	-9.9%
Cc1cccc(NC(=O)c2sc(-n3nc(C)c(CCC(C)C)c3C)nc2C)c1	-18.8%
CCCCCC(=O)NN1C(=S)N(c2ccc(OC)cc2)C(=O)C1CC(=O)Nc1ccccc1 (centres undefined)	0.3%
Cc1ccc2nc(-c3ccccc3)cc(C(=O)NCC(=O)NC3CC3)c2c1	?
COc1ccc(C(CC(=O)NCc2ccccc2)c2c[nH]c3ccccc23)cc1OC (centres undefined)	-19.2%
CN(CCO)c1cccc2c1S(=O)(=O)N(Cc1cn(Cc3ccc(F)cc3)nn1)Cc1ccccc1O2	12.4%
CNC(=O)C(C)(C)N1CCC[C@H]1C(=O)N1CCc2ccccc2C1	?
Cc1ccc(C(=O)COC(=O)CN2C(=O)C3C4C=CC(C4)C3C2=O)cc1C (centres undefined)	20.4%
O=C(O)C12CC3CC(CC(Cl)(C3)C1)C2	14.9%
Cc1ccc2oc(C(=O)Nc3nnc(C(C)C)s3)cc(=O)c2c1	9.4%
COc1ccc(-c2csc(NC3CC3)n2)cc1OC	0.4%
O=C(CCc1nc(-c2cccs2)no1)Nc1ccccc1N1CCOCC1	11.9%
Cc1cccc(CNC(=O)CCCN2C(=O)c3cccnc3Oc3ccccc32)c1	3.8%
O=C(NCCC(c1ccccc1)c1ccccc1)c1cncc(Br)c1	14.3%

The list continues.
smiles	KDM5B inhibitor
CC1CCC(NC(=O)c2ccccc2Sc2ccccc2C#N)CC1 (centres undefined)	14.0%
Cc1ccc(CNC(=O)C2CCN(c3cnn(Cc4ccccc4)c(=O)c3)C2)o1 (centres undefined)	12.7%
Cc1nc(CN2C[C@H](C(=O)N3CCN(CCO)CC3)C[C@@H]2c2ccc(F)cc2)cs1	?
Cc1ccc(C)c(-c2cc3c(=O)n(CCNC(=O)Cc4cccs4)ccn3n2)c1	2.7%
OCCN1c2ccccc2CCc2ccccc21	17.7%
CC1(/[N+]([O-])=C/c2cccc(Cl)c2)CCCCC1=O (centres undefined)	20.7%
CC(C)Sc1nc2c(c(=O)n(C)c(=O)n2C)n1Cc1cccc2ccccc12	16.1%
O=C(c1ccc(F)cc1)N1CCC(c2nn(-c3ccc(F)cc3)c(=O)[nH]2)CC1	0.8%
O=C(NCCc1nc2c(s1)CCCC2)C1NCCc2[nH]cnc21 (centres undefined)	-5.0%
COc1ccccc1CN1C[C@@H](C(=O)O)C[C@H](C(=O)NCc2ccccn2)C1	-17.9%
Cc1noc(CS(=O)(=O)Cc2ccccc2C)n1	-8.9%
COc1ccc(C(=O)Nc2ccnn2C2CCN(c3nccc(N)n3)CC2)cc1	?
CN(C)CCN(C)[C@@H]1[C@H](O)[C@H](CO)O[C@@H]1CNC(=O)Nc1ccccc1	?
C=C(C)Cn1c(SCc2ccc3ccccc3c2)nc2c1c(=O)[nH]c(=O)n2C	7.0%
Cn1cc(S(=O)(=O)N2CCCCC2)cc1C(=O)NCc1ccc(Cl)cc1	-5.0%
COC(=O)c1ccc(OC(=O)c2cccs2)c(OC)c1	-12.1%
CCc1noc(-c2ccn3c(CNC(=O)c4cccnc4)nnc3c2)n1	28.2µM*
COc1ccc(C(=O)NC2(C(F)(F)F)NC(=O)N(c3ccccc3)C2=O)cc1OC (centres undefined)	1.1%
O=C(Cc1ccccc1)NNC(=S)NCc1ccccc1	24.3%
CSc1ccc(CNC(=O)c2ccc(NC(=O)c3nsc4ccccc34)cc2)cc1	?
N#CC1(C(=O)Nc2cnc3ccccc3c2)CCCC1	14.3%
O=C(COc1ccccc1)N1C[C@@H](CO)[C@H](c2ccncc2)C1	14.0%
O=C(COc1ccccc1)Nc1cccc2cccnc12	22.1%
COc1ccc(-c2cc3ccc(OCC(=O)OC(C)(C)C)cc3oc2=O)cc1	-64.4%
C=Cn1cnc2ccccc21	19.3%

More records follow.
smiles	KDM5B inhibitor
Cn1c(=O)oc2cc(S(=O)(=O)NC(CC(=O)O)c3cccc(Br)c3)ccc21 (centres undefined)	10.2%
O=C(c1ccc2c(c1)OCO2)N1CCCC2(CN[S+](=O)([O-])c3ccccc3N2)C1 (centres undefined)	5.5%
O=C(CCCl)Nc1ccc2c(c1)CCC2	18.5%
O=C(C1CC1)N1CC2(CCCN2CC2CC2)Cc2ccccc21 (centres undefined)	-14.6%[149 µM]
CC(C)Nc1ccc(-c2ccc(S(=O)(=O)NC(C)(C)C)cc2)nn1	?
CCOc1ccc(C(=O)Nc2cc3c(cc2N2CCCC2)n(C)c(=O)c(=O)n3C)cc1OCC	16.5%
CCOC(=O)c1cc(S(=O)(=O)Nc2ccccc2)[nH]n1	-15.0%
COC(=O)CC1Oc2ccc(Cl)cc2-n2cc(-c3ccc(F)cc3)nc21 (centres undefined)	-37.0%
CC1(C)CC(=O)C2=C(C1)OC(N)=C(C#N)C2c1ccncc1 (centres undefined)	11.6%
CC1Oc2ccc(NC(=O)c3ccc(F)cc3)cc2CN(Cc2ccccc2F)C1=O (centres undefined)	-17.4%
Cc1ccc(C)c(NC(=S)N2CCN(S(=O)(=O)c3ccccc3)CC2)c1	13.9%
CNCCN1C(=O)CC[C@H]2CN(C(=O)c3ccc(C(C)C)[nH]c3=O)CC[C@H]21	23.3%
Cc1nc2ccc(Cl)cc2cc1C(=O)N1CCN(CC(F)(F)F)CC1	-7.5%
CCc1noc(-c2ccn3c(CNC(=O)c4cc(C)cc(C)c4)nnc3c2)n1	i
CNc1c(NC(=O)c2ccccc2Br)c(=O)oc2ccccc12	23.9%
CCN(CC)c1ccc(NC(=O)Cn2nc3c(cc2=O)CCCC3)c(C)c1	-16.5%
CCOC(=O)c1ccc(-n2c(CCC(=O)O)ccc2-c2ccccc2)cc1	?
COc1ccc(OCc2nnc(SCC(=O)N3CCc4ccccc4C3)n2C)cc1	5.3%
O=C(Cn1nc(-c2ccccc2)n(-c2ccccc2)c1=O)N1C[C@@H]2C[C@H]1CN2	-17.1%

An excerpt (hit frequency here may not be typical).
